# ARNT TACC3 PPI = disruptors of ARNT/TACC3 protein interaction, primary screen, biochemical, AlphaScreen, single concentration | AlphaScreen His-ARNT PAS-B/GST-TACC3 binding, luminescence; TACC3 fragment carries E629A point mutation | 0.66% of 390,000 active | AID 623870, 2012 | Transforming acidic coiled-coil-containing protein 3 (Homo sapiens), Q9Y6A5 | inhibition, % at 9.99 µM;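 active means mean inhibition of replicates at least 50% and at least half of replicates each reaching 50%; inconclusive means half or more replicates reach 50% but mean below 50%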;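 further: 0% = complete ARNT plus TACC3 wells and 100% = ARNT alone without TACC3; many hits fall short of the cut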
# CFTR F508del cor = F508del CFTR correction, initial screen, CFBE line, single point. activity (quench increase), % at 7.58 µM. AID 720511, 2013. 0.36% of 350,000 active. CFBE cells, YFP halide quenching; stimulated with forskolin plus potentiator P3; % fluorescence drop versus neutral controls;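 active means mean added fluorescence quench of at least 8% versus neutral control, with both replicates also reaching 8%; inconclusive means only one of the mean or replicate conditions met; inactive means mean below 8% and not both replicates reaching 8%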;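 further: cells transiently co-express mutant CFTR-F508del with the halide-sensitive YFP; corrector assay measuring rescue of mutant channel to the surface after 24 h compound exposure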
# DENV2 CPE = inhibitors of DENV2 cytopathic effect, primary screen, cell-based, plate reader, single concentration; DENV2-infected cells, cytopathic effect rescue; 1.7% of 350,000 active; CPE inhibition, % at 9.99 µM; in the data active means CPE inhibition above about 20%, passing the limit was not always enough; inconclusive means no clear call, values can overlap the other calls; tested in BHK-21 cells;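 further: 0% = median of neutral control wells and 100% = median of positive control wells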
# EWS-Fli inh = EWS/Fli-driven NR0B1 reporter inhibitors, primary screen, A673 cells, NR0B1 luciferase, luminescence, MLPCN library. viability-normalised. inhibition, % at 12.6 µM. 0.67% of 350,000 active. AID 651661, 2012;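 active means mean inhibition of at least 50% after viability correction, with every replicate also passing that limit; inconclusive means mean reaches 50% but only one of two replicates passes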;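 further: firefly luciferase signal divided by Alamar Blue viability fluorescence both relative to DMSO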
# ERp5 block = inhibitors of ERp5-driven insulin aggregation, primary screen, biochemical, turbidity, absorbance 650 nm, single point. Protein disulfide-isomerase A6 (Homo sapiens), Q15084. 90 min. inhibition, % at 9.99 µM. 0.05% of 350,000 active;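 active means mean replicate inhibition above about 25%, with every replicate also reaching it, limit read from the data, passing the limit was not always enough; inconclusive means only one of those two criteria met; inactive means neither criterion met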
# Target sequence (Q15084 whole entry, looked up): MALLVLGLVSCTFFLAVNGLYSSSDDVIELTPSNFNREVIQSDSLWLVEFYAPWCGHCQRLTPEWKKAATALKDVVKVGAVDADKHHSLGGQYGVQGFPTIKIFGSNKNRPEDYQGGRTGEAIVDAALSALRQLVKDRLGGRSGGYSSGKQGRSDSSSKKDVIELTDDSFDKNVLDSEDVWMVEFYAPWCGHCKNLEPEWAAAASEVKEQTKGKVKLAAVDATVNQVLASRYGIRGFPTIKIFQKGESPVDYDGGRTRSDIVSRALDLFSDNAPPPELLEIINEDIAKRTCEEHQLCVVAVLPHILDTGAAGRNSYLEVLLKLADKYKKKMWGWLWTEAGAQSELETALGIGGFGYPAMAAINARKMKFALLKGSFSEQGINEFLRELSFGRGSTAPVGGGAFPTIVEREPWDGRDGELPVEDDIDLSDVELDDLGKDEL
# PAX8 reporter = inhibitors of PAX8-driven TPO luciferase reporter, primary screen, RMG-I cells, single concentration. SteadyGlo, 24 h. inhibition, % at 12.6 µM. 1.2% of 360,000 active. AID 652154, 2013;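 active means mean replicate inhibition at least 60% with every replicate also reaching 60%; inconclusive means only one of the two criteria is met; inactive means mean below 60% and not all replicates reaching 60%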;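 further: luciferase light reporting Pax8 driven TPO promoter activity; plate controls were median of neutral control wells for no effect and mitoxantrone controls for full effect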
# GSIS activator = GLuc luminescence reporter in INS-1E cells, primary screen for activators of glucose-dependent secretion of insulin. 0.61% of 370,000 active. AID 743287, 2014. INS-1E GLuc reporter insulin secretion, 2-3 h. activation, % at 16.6 µM;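 active means lowest replicate activation of at least 40%, so every replicate reaches that level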;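 further: 0% = median of neutral control wells and 100% = median of IBMX positive control wells; some compounds called inactive have numbers as strong as hits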
# XiGFP reactiv = activators of inactive X chromosome reactivation, primary screen, imaging, XiGFP fibroblasts, GFP high-content imaging, set 2; XiGFP mouse fibroblasts, % GFP-positive cells imaging, 3 d; cells co-treated with 5-aza-dC sensitizer; scaled so ellipticine positive control = 100%; activation, % at 7.58 µM; 0.055% of 360,000 active; AID 743238, 2013;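 active means mean normalized replicate activation at least 10% and every replicate at or above 10%; inconclusive means only one of the two criteria met; inactive means mean below 10% and not all replicates reach 10%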;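 further: 0% = median of on-plate neutral control wells and 100% = ellipticine 6 µM median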
#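 Material: XiGFP fibroblasts, SV40-immortalized. Buffer or medium: DMEM plus 5-aza-dC sensitizer. Compound: single concentration per compound, delivered by pin transfer. Times: 3 days compound exposure. Controls: ellipticine 6 µM.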
# * hit, by the source's call; ? = inconclusive; · = no result given. The order is random; any-hit rate near 4.2%.
# Second line of a record – ARNT TACC3 PPI	CFTR F508del cor	DENV2 CPE	EWS-Fli inh	ERp5 block	PAX8 reporter	GSIS activator	XiGFP reactiv
O=C(C[C@@H]1CC[C@@H]2[C@H](COC[C@H](O)CN2C(=O)Cc2ccccc2)O1)NC1CCC1
 : -5	5.2	34*	-2	10	-12	3	0.1
CCOC(=O)C1(C)CCCN(C(=O)c2cccnc2SC)C1 (stereo not drawn)
 : ·	0.9	5	-7	2	0	10	-0.1
CCCc1cn(CC[C@@H]2CC[C@@H](NC(=O)CCN3CCCCC3)[C@@H](CO)O2)nn1
 : -5	6.0	5	-1	1	2	1	-0.2
C[C@H]1CN([C@@H](C)CO)S(=O)(=O)c2ccc(C3=CCCC3)cc2O[C@H]1CN(C)C(=O)c1cccnc1
 : -9	0.4	?	-3	3	·	26	0.4
C[C@@H](C(=O)NCC1CCCO1)N1C(=O)N2CCc3c([nH]c4ccccc34)[C@@]2(C)C1=O (stereo partly drawn)
 : -9	-4.6	-16	-1	-2	·	-3	·
O=C(CCC(=O)N1CCOc2ccccc21)N1CCN(c2ccccc2)CC1
 : 8	-1.7	0	3	4	2	·	0.2
CC1CCN(S(=O)(=O)c2ccc(NC(=O)C3CCN(C(=O)c4ccco4)CC3)cc2)CC1
 : 3	-0.1	-2	·	-1	30	-63	0.1
S=C(N/N=C/c1ccc(Br)cc1)N1CCCCC1
 : 38*	-1.9	6	-55	1	-125	5	0.4
COc1cccc(C2=NOC(C(=O)Nc3c(C)n(C)n(-c4ccccc4)c3=O)C2)c1 (stereo not drawn)
 : 2	3.8	-2	0	-5	13	21	4.8
O=C1CSC(c2cccnc2)N1CC1CC1 (stereo not drawn)
 : 2	-1.2	2	11	11	-3	15	0.0
COc1ccc(S(=O)(=O)N(C)C[C@H]2Oc3ncc(C#CC4(O)CCCC4)cc3C(=O)N([C@H](C)CO)C[C@H]2C)cc1
 : -5	-0.7	-3	-4	-5	-9	-3	-0.3
CCC(=O)N1[C@@H](CO)[C@@H](c2ccc(C3=CCCC3)cc2)C12CN(C(=O)COC)C2
 : ·	0.6	-3	-5	0	·	4	0.1
CCCNC(=O)N1CCC2(CC1)CN(C(=O)NC(C)C)[C@@H](CO)c1c2c2ccc(OC)cc2n1C
 : ·	-0.1	0	0	-2	20	16	0.2
CC(O)c1c(-c2ccccc2)nn(C)c1Cl (stereo not drawn)
 : -3	-1.5	0	0	7	3	8	0.0
O=C1C2CC3N1CCC31c3ccccc3-n3c1c2ccc3=O (stereo not drawn)
 : 1	-1.4	0	-8	0	-24	5	1.1
O=C(N[C@H]1C=C[C@H](CC(=O)N2CCOCC2)O[C@H]1CO)c1cccc(F)c1
 : -13	1.8	-9	4	5	1	3	-0.1
COC(=O)c1ccc(NC(=O)c2ccc3c(c2)C(=O)N(C)C3=O)cc1
 : 0	0.7	4	-12	5	-21	·	0.0
COc1ccc(CNC(=O)CSc2nnc3c(n2)[nH]c2ccc(C)cc23)cc1
 : -4	-3.1	1	0	0	-6	-19	0.0
COc1ccc(S(=O)(=O)N2CCC(C(=O)NCCC(=O)Nc3cccc(Cl)c3)CC2)cc1
 : -1	0.4	1	4	-2	-8	-26	0.3
CC(C(=O)NC(=O)NC1CCCCC1)N1CCN(c2ccc(O)cc2)CC1 (stereo not drawn)
 : 4	3.5	2	-4	17	3	3	0.1
CC(C)(C)c1oc(C(=O)O)cc1CN1CCOCC1
 : -4	0.7	-3	2	-5	-1	29	0.0
COc1ccc(C(O)c2nc(/C=C/c3ccc(C(F)(F)F)cc3)cs2)cc1 (stereo not drawn)
 : ·	0.0	6	-6	5	-5	-2	0.0
COc1ccc(-c2cc(C(=O)NNC(=S)NC(=O)c3c(-c4ccccc4)noc3C)[nH]n2)cc1
 : 7	-3.3	-7	19	1	-16	-3	0.1
CCCC(=O)Nc1ccc2c(c1)C(=O)N(C)[C@H]1CC[C@H](CC(=O)NCC(F)(F)F)O[C@H]1CO2
 : -11	-0.4	2	-1	·	-1	-3	0.4
CCCC[C@@H]1CNC(=O)C(=O)N1CCCC
 : ·	1.5	11	-11	5	13	2	-0.2
Cc1ccccc1NC(=O)c1ccc(F)c(S(=O)(=O)N2CCN(c3ccccn3)CC2)c1
 : -7	-1.2	6	18	8	·	-28	·
COc1ccc(-c2cn3cc(C)ccc3n2)cc1Br
 : 3	4.1	·	-35	4	8	·	0.0
COc1cccc(NC(=O)CCN2C(=O)c3ccccc3S2(=O)=O)c1
 : -2	-0.5	7	-4	6	·	28	·
CCOc1ccc(OCCOCCOc2ccccc2Cl)cc1
 : -33	·	·	·	·	-8	-23	-0.1
CCN(CC)S(=O)(=O)c1ccc(-c2nnc(SCC(=O)N3CCOCC3)o2)cc1
 : -1	0.5	-2	-2	0	·	1	·
CC(C)(C)OC(=O)N1CSC[C@H]1C(=O)NC[C@H](CC(=O)O)c1ccc(Cl)cc1
 : -12	1.0	7	2	-3	17	6	0.0
COc1ccc2c(c1)c(CCN1C(=O)c3ccccc3C1=O)cn2C(=O)c1ccco1
 : -2	-1.0	·	8	2	·	-5	·
CC1(C(=O)NCCc2ccccc2)Cc2c(-c3cccc(C(N)=O)c3)ccnc2O1 (stereo not drawn)
 : ·	-0.5	8	6	-2	-1	13	0.2
Cc1ccc(C)c(Nc2nc3ccccc3n3cnnc23)c1
 : -10	-3.0	3	1	-1	2	25	0.4
O=C(NCCc1ccccc1)c1ccccc1Cl
 : -12	-1.3	7	47	-1	3	21	0.1
C[C@@H]1CN([C@H](C)CO)C(=O)c2cc(NC(=O)Nc3ccc4c(c3)OCO4)ccc2O[C@H]1CN(C)S(=O)(=O)c1cn(C)cn1
 : -6	0.3	-1	4	-4	·	5	0.3
CC(=O)C1=C(O)C(=O)OC1c1ccc(Cl)cc1 (stereo not drawn)
 : ·	-2.2	5	12	6	5	-10	0.0
COc1ccc(C(=S)N2CCOCC2)cc1OS(=O)(=O)c1ccc(Br)cc1
 : 8	-0.6	-9	·	-1	6	2	0.1
N#Cc1ccccc1Sc1ccccc1C(=O)OCC(=O)NC1CCCCC1
 : -4	·	-2	-1	1	-16	2	0.4
COc1ccc2cc(C#N)c(SCC(=O)Nc3nonc3C)nc2c1
 : 1	-0.9	3	-41	0	-168	-6	0.0
Cc1cc(NS(=O)(=O)c2ccc(NC(=O)C(C)Oc3ccc(C(C)C)cc3)cc2)no1 (stereo not drawn)
 : -8	-3.3	?	9	2	2	56	0.0
COc1ccc(C(=O)Nc2ccccc2C(=O)Nc2ccc(C(=O)O)cc2)cc1
 : 4	1.4	1	-30	0	-33	-4	0.2
Cc1cccc(N2CCN(C(=O)CC(NC(=O)c3ccccc3)c3ccccc3)CC2C)c1 (stereo not drawn)
 : 5	·	·	·	·	22	-40	-0.1
CCCCNC(=S)NC(C)(C)CO
 : ·	-0.3	0	0	-3	7	-1	0.1
C[C@H](CO)N1C[C@H](C)[C@@H](CN(C)C(=O)c2ccccc2F)Oc2ncc(-c3cccnc3)cc2C1=O
 : 3	0.2	?	0	-10	·	-21	-1.0
O=C(COc1ccccc1Cl)NCCc1ccc2c(c1)OCCO2
 : -2	·	-1	-24	-2	-14	6	0.8
O=C(Nc1cccc(F)c1)N1CC(=O)N2[C@@H](CO)[C@H](c3ccc(-c4ccccc4)cc3)[C@@H]2C1
 : ·	-2.4	0	1	-2	6	-8	0.3
Cc1c(NC(=O)CN2C(=O)NC(C)(c3ccc(Cl)cc3)C2=O)c(=O)n(-c2ccccc2)n1C (stereo not drawn)
 : 2	-2.6	1	-6	-9	4	7	0.1
O=C(CCCSc1ccccc1)Nc1nc(-c2ccco2)c(-c2ccco2)s1
 : 2	·	7	-5	0	7	-2	0.1
CCOc1ccc(-c2cc(C(=O)NCC3CCCO3)c3ccccc3n2)cc1 (stereo not drawn)
 : -14	·	·	·	·	-11	-10	0.0
CN1C(=O)CSc2ccc(NC(=O)N3CCc4ccccc43)cc21
 : 1	3.0	5	-219	-3	·	-18	·
O=C1Nc2cc(Cl)ccc2Nc2cscc21
 : 4	1.3	7	1	2	-12	0	-0.1
CCOc1ccccc1C(=O)NCC(=O)N(C)Cc1ccccc1C
 : -15	1.3	-4	7	0	2	14	0.3
Cc1nc(-c2ccc(C(=O)N3CCCC3)cc2)cs1
 : 9	-0.8	-4	-40	-10	-72	-9	0.2
CCC(=O)N1[C@H](CO)[C@@H]2c3ccccc3N(C(=O)c3cccc(OC)c3)C[C@@H]21
 : -4	2.6	·	2	·	16	13	0.0
O=C(c1cccc(Cl)c1)N1CCCC(C(=O)N2CCN(c3ccccc3)CC2)C1 (stereo not drawn)
 : -2	2.7	9	6	0	15	-3	0.0
CCC1=C(OC(=O)N(CC)CC)N2C(=O)OC(=NCCc3c[nH]c4ccccc34)[C@]2(C)[C@H]2C1=CC[C@H]1C(=O)N(CC(=O)OC)C(=O)[C@H]12
 : 6	-0.7	·	1	·	11	-19	0.0
COc1cc2c(cc1OC)-c1cc(Nc3ccc(F)cc3)nc(=O)n1CC2
 : ·	1.2	-3	-4	2	-4	34	0.3
Cc1cc(C)c(C)c(S(=O)(=O)N2CCN(C)CC2)c1C
 : -2	-2.3	8	7	-6	3	5	0.0
CCCCOC(=O)NC1(C)CCS(=O)(=O)C1 (stereo not drawn)
 : -1	·	·	·	·	0	27	0.1

# The listing continues:
# Second line of a record – ARNT TACC3 PPI	CFTR F508del cor	DENV2 CPE	EWS-Fli inh	ERp5 block	PAX8 reporter	GSIS activator	XiGFP reactiv
Cc1cc(C(=O)NCc2cc(F)cc3c2OCOC3)nn1C
 : -2	1.9	-2	-4	-3	20	13	?
Cc1cccn2c(=O)nc(SCC(=O)NCc3ccccc3Cl)nc12
 : -2	1.0	2	-5	10	-8	-6	-0.1
C[C@@H]1CCCCO[C@H](CN(C)C(=O)Nc2ccc(C(F)(F)F)cc2)[C@H](C)CN([C@H](C)CO)C(=O)c2cc(NC(=O)CCC(F)(F)F)ccc2O1
 : 0	3.7	3	10	-3	10	-18	?
C[C@H]1CN([C@@H](C)CO)C(=O)c2cc(NC(=O)c3ccncc3)ccc2O[C@H]1CN(C)Cc1ccc(Oc2ccccc2)cc1
 : ·	1.2	?	-4	0	16	-19	-0.2
Fc1ccc2[nH]c3c(NCc4ccccc4)ncnc3c2c1
 : -4	-3.6	-2	20	3	24	-38	0.0
CC(C)Nc1nnc(SCC(=O)NCc2ccc3c(c2)OCO3)s1
 : -7	-0.4	3	6	-5	-1	8	0.1
Cc1cc(NC(=O)CN2CCCCC2)no1
 : -9	0.0	2	-2	3	-7	12	0.0
O=C(CCCCC(=O)Sc1ccccc1)Sc1ccccc1
 : 2	-0.1	-3	14	-3	4	-3	0.2
CCCC#Cc1cnc2c(c1)C(=O)N([C@H](C)CO)C[C@@H](C)[C@@H](CN(C)C(=O)NCCC)O2
 : -1	-0.7	-5	0	0	·	5	-0.3
COc1ccc(OC(C)C(=O)Nc2cccc([N+](=O)[O-])c2)cc1 (stereo not drawn)
 : 3	·	·	·	·	0	11	0.2
